Compound activity from PubChem BioAssay.
TbPYK inhibitor – blocks Trypanosoma brucei pyruvate kinase; TbPYK enzyme, Kinase-Glo Plus ATP luminescence, 45 min; AID 624173; actives 0.12% (n = 410,000); Potency, µM (highest dose often 76.8 µM), for inactives: at the highest dose activity, negative = inhibition, hits mostly inhibitors; note: potency is the fitted concentration of half-maximal effect; nearly all actives have a fitted effect of over 50% in size
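Screened from lowest to highest concentration, compounds were pinned into TbPYK/substrate mixtures, and ADP (130 uM final) was added. Plates sat at room temperature for 45 min prior to Kinase-Glo Plus detection by luminescence.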
AmpC inh no detg – AmpC beta-lactamase inhibition without detergent. P00811. AmpC nitrocefin hydrolysis, absorbance 480 nm, 0.0001% Triton. Potency, µM (top dose mostly 57.1 µM), for inactives: at the top dose activity change, negative = inhibition, usual class: inhibitors. actives 0.52% (n = 330,000);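 note: potency is the fitted concentration of half-maximal effect; plate controls were no compound for no effect and no enzyme for full effect; nearly all actives have a fitted effect of over 20% in size; some results filed as inactive show a strong effect at the top dose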
Target sequence (P00811 whole entry, looked up): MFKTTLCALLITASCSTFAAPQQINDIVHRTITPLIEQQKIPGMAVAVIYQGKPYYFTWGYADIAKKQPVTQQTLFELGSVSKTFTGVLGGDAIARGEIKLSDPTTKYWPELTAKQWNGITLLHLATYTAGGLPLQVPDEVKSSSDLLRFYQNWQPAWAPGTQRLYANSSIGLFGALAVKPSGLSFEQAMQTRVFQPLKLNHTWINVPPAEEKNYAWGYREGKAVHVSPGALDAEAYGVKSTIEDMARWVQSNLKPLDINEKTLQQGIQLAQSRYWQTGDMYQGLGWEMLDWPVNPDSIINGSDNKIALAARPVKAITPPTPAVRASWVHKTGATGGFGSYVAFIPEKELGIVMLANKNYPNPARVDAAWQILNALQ
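AmpC (5.3 nM in the dispensed reagent) in 20 mM phosphate pH 7.0 with 0.01% (detergent screen) or 0.0001% Triton X-100 was preincubated with compounds for 15 min at room temperature. Nitrocefin was then added from an 800 uM solution, and hydrolysis was followed at 480 nm.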
AMA1-RON2 inh – disrupts binding of P. falciparum AMA1 to RON2; AlphaScreen AMA1-biotinylated RON2 peptide binding; Potency, µM (doses to about 58.2 µM), without a hit: at the top dose activity change, negative = inhibition, most hits filed as inhibitors; actives 0.2% (n = 360,000); AID 720542;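 note: potency is the fitted concentration of half-maximal effect; 0% = vehicle wells and -100% = peptide control; nearly all actives have a fitted effect of over 45% in size; some results filed as inactive show a strong effect at the top dose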
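AMA1 (3D7) with his tag at 25 nM final met compounds first, then biotinylated RON2 peptide at 25 nM; detection used donor plus acceptor beads, 10 µg/mL apiece, read by AlphaScreen after 30 min at room temperature.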
AmpC inh detg – inhibitors of E. coli AmpC beta-lactamase with detergent; AmpC hydrolysis of nitrocefin, absorbance 480 nm, 0.01% Triton; Potency, µM (series often up to 114 µM), inactives show at the highest dose activity change, negative = inhibition, hits mostly inhibitors; actives 0.041% (n = 370,000); P00811;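 note: potency is the fitted concentration of half-maximal effect; 0% = no-compound wells and -100% = no-enzyme wells; nearly all actives have a fitted effect of over 25% in size; some results filed as inactive show a strong effect at the top dose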
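AmpC (5.3 nM in the dispensed reagent) in 20 mM phosphate pH 7.0 with 0.01% (detergent screen) or 0.0001% Triton X-100 was preincubated with compounds for 15 min at room temperature. Nitrocefin was then added from an 800 uM solution, and hydrolysis was followed at 480 nm.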
HCMV inh – human cytomegalovirus inhibition | HFF cells, HCMV-luciferase reporter, 72 h; active compounds read low | activity change, negative = inhibition, % at 57.5 µM | actives 4.5% (n = 410,000) | AID 1259415; in the data active = activity change below about -60%; inconclusive = no clear call, values can overlap the other calls; inactive = above about -39%
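HFF cells seeded 16 h at 37C, treated with compounds, infected with luciferase-reporter HCMV at MOI 1 PFU/cell; luciferase read at 72 h post infection, normalized to buffer-only and Salinomycin controls.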
LmPK inhibitor – LmPK (Leishmania mexicana) enzyme inhibition. Q27686. purified LmPK, Kinase-Glo ATP luminescence, 1 h. Potency, µM (top dose mostly 57.5 µM), for inactives: at the top dose activity change, negative = inhibition, usual class: inhibitors. actives 0.37% (n = 290,000). AID 1721; note: potency is the fitted concentration of half-maximal effect
Target sequence (Q27686 whole entry, looked up): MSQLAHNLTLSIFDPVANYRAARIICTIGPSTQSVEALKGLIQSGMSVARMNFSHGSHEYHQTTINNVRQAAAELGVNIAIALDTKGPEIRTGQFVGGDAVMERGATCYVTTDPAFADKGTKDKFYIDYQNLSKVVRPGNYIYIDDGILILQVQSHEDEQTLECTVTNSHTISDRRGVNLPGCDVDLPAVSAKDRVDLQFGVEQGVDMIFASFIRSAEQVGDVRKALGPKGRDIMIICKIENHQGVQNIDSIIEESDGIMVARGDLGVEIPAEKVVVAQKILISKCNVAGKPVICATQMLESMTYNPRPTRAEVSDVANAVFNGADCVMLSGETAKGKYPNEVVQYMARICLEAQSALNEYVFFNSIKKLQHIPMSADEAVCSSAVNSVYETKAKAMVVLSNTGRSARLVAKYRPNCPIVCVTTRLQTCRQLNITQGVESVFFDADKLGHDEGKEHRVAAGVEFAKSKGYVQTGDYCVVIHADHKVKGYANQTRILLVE
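Purified LmPK (0.1 nM) converted ADP (0.1 mM) to ATP with PEP (0.5 mM) in imidazole buffer pH 7.2 with KCl and MgCl2, 1 h at room temperature. ATP was read by Kinase-Glo luminescence; data normalized to uninhibited and no-enzyme controls.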
HCV inhibitor – blocks hepatitis C virus. Huh7.5.1 HCVcc-Cre infection, luciferase reporter, 44 h. Potency, µM (top dose mostly 41.8 µM), without a hit: at the top dose activity change, negative = inhibition, usual class: inhibitors. actives 3.4% (n = 340,000). AID 651820; note: potency is the fitted concentration of half-maximal effect
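Luciferase read-out (15 sec integration) after a 15 min room-temperature substrate step quantifies HCVcc-Cre infection. Cells, 1,000 per well, had compound added 4 h post-plating, then virus at ~0.5 moi, and were cultured 44 h.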
An asterisk follows results filed as active; ? = inconclusive; / = no result given; & = joins results of further samples; [ ] = remark or other dose. Unless noted, calls come from the whole dose curve; as a rule, active = well fitted curve in the direction sought with a large enough effect; inconclusive = small, poorly fitted or top-dose-only effect, or another doubt; inactive = no such curve, though single readings can be large; an effect the other way counts as inactive or inconclusive. Unless noted, % is set by controls: 0 for no effect and ±100 for the full control effect.

Every second line gives: TbPYK inhibitor	AmpC inh no detg	AMA1-RON2 inh	AmpC inh detg	HCMV inh	LmPK inhibitor	HCV inhibitor
> COc1ccc(S(=O)(=O)NCCNC(=O)N2CCOCC2)cc1
    3%	-15%	0%	?	5	-5%	7%
> COc1ccc(N2CCN(C(=O)C3CCCN(S(=O)(=O)c4c(C)noc4C)C3)CC2)cc1 (stereo unspecified)
    2%	138%[activator]	-25%	5%	-34	7%	-10%
> C/C(=N\NC(=O)c1ccc(F)cc1)c1ccccn1
    0%	0%	-60%	-1%	-98*	-16%	2.5µM*
> Cc1ccc(C)c(S(=O)(=O)N2CCN(C(=O)CSc3ccccc3)CC2)c1
    1%	-12%	4%	-4%	-1	-6%	/
> CC(Oc1ccc2c3c(c(=O)oc2c1)CCCC3)C(=O)NCc1ccccn1 (stereo unspecified)
    5%	96%[activator]	21%	-7%	-30	-7%	-15%
> COc1ccc(-c2nc3n(c2C)Cc2ccccc2-3)cc1
    0%	-19%	-9%	3%	89	-1%	?
> CCn1c(-c2cc(Cl)ccc2OC)n[nH]c1=S
    11µM*	-14%	37%[activator]	?	32	?	-12%
> CCOc1ccc(NS(=O)(=O)c2ccc(NS(=O)(=O)c3ccccc3)cc2)cc1
    5%	-39%	0%	1%	92	-7%	?
> CNC(=O)C1CCC(=O)N1Cc1c[nH]c2ccccc12 (stereo unspecified)
    1%	/	32%[activator]	/	36	/	/
> Cc1ccccc1NC(=O)C1(NC(=O)c2cccc(N3C(=O)CSC3c3ccccc3)c2)CCCCC1 (stereo unspecified)
    -3%	3%	-18%	-5%	20	0%	-25%
> Cc1cc(C)c(NC(=O)CSC2=Nc3ccccc3C3=NC(CC(=O)NCc4cccs4)C(=O)N23)c(C)c1 (stereo unspecified)
    1%	/	/	-1%	-2	/	/
> COc1ccc(Nc2ncnc3c2cnn3-c2ccc(C)cc2C)cc1
    -3%	/	/	8%	26	/	/
> Cc1cc(C)c2nc(SCC(=O)NNC(=O)c3ccco3)c(C)cc2c1
    2%	-6%	31%[activator]	1%	-1	1%	?
> CCC(C)NC(=O)CSc1nc2ccccc2c(=O)n1CCCC(=O)NCC1CCCO1 (stereo unspecified)
    0%	-12%	13%	?	-9	-3%	12%
> CC(C)(C)c1ccc(OCCC(=O)NNC(=O)c2ccncc2)cc1
    -8%	4%	48%[activator]	?	-1	/	10%
> COc1cc(CCNC(=O)CCCn2c(=O)c3cccn3c3cccnc32)cc(OC)c1OC
    2%	17%	11%	-10%	-21	5%	-19%
> CCCCc1nc2cc(C(=O)N3CCCCC3C(=O)OC)ccc2o1 (stereo unspecified)
    -15%	28%	-7%	?	41	-3%	16%
> OCC1(CCCc2ccccc2)CCN(Cc2ccc(F)cc2)CC1
    3%	24%	11%	-4%	-36	-3%	4%
> CN(CCCC(=O)Nc1nccs1)S(=O)(=O)c1ccc(Cl)cc1
    -4%	-12%	-25%	3%	-65*	4%	?
> COc1ccc(SCCN2CC[C@@H](O)CCC2=O)cc1
    -7%	-8%	-8%	1%	17	/	1%
> COc1ccc(NS(=O)(=O)c2cc(NC(=O)CNC(=O)c3cccc(OC)c3)ccc2C)cc1
    0%	-43%	3%	?	-24	3%	?
> C=CCNC(=O)c1ccc(Cl)cc1Cl
    1%	-16%	13%	-3%	-11	-1%	0%
> O[C@@H]1CN(Cc2cccs2)[C@@H](c2ccccc2)C[C@H]1n1cc(C2CC2)nn1
    2%	/	18%	/	34	/	/
> CC(C)CC12CN3CCN(CC(C3)/C1=N/O)C2
    -7%	6%	0%	3%	8	5%	15%
> COc1ccc(CCN2CC(C(=O)OCC(=O)Nc3c(C)nn(-c4ccccc4)c3C)CC2=O)cc1OC (stereo unspecified)
    4%	78%[activator]	9%	-14%	-2	/	-18%
> CN(C(=O)c1ccc2c(=O)n3c(nc2c1)CCCCC3)c1ccccc1Cl
    4%	82%[activator]	6%	5%	40	-1%	-6%
> COCCNC(=O)COC(=O)c1[nH]c(C)c(C(C)=O)c1C
    4%	-5%	7%	-12%	68	2%	-6%
> CCn1cc(C(=O)NCCCOC)c(=O)c2cc(S(=O)(=O)N(C)C3CCCCC3)ccc21
    5%	222%[activator]	-7%	-8%	-36	-2%	2%&11%
> Clc1ccc(Nc2nc(-c3cccs3)cs2)nc1
    2%	-30%	-20%	-3%	87	-3%	?
> Cc1nc(SC(C)C)[nH]c(=O)c1Cc1ccccc1
    10%	-17%	-11%	?	-6	-1%	3%

Other compounds
Letter code – A = TbPYK inhibitor; B = AmpC inh no detg; C = AMA1-RON2 inh; D = AmpC inh detg; E = HCMV inh; F = LmPK inhibitor; G = HCV inhibitor
CCc1ccc(OCC(=O)N/N=C(\C)c2ccc(O)cc2O)cc1
  A = 6%; B = -30%; C = 76%[activator]; D = 4%; E = -6; F = 0%; G = 11µM*
COc1ccc2nccc(/C=C/c3ccnc4ccc(OC)cc34)c2c1
  A = -1%; B = -18%; C = -19%; D = 2%; E = -21; F = 6%; G = ?
CC(=O)NC(=S)Nc1cccc(S(=O)(=O)NC2=NCCC2)c1
  A = -8%; B = -7%; C = -4%; D = -10%; E = -21; F = -4%; G = 10%
COc1ccc(-c2nc(CS(=O)CC(=O)NCCCN3CCCC3)c(C)o2)cc1OC (stereo unspecified)
  A = 6%; B = 137%[activator]; C = 6%; D = -1%; E = -11; F = 7%; G = -2%
CCCCn1c(N)c(N(CCOC)C(=O)C2CCN(C(=O)c3ccccc3C)CC2)c(=O)[nH]c1=O
  A = 2%; B = -14%; C = 11%; D = -5%; E = -3; F = /; G = -1%
Cc1cc(NS(=O)(=O)c2ccc(NC(=O)c3ccccc3C)cc2)no1
  A = 0%; B = -6%; C = 5%; D = -9%; E = -2; F = 8%; G = 8%
COC(=O)[C@@H]1CCCN1Cc1c(C(=O)N2CCCCC2)nc2c(C)cccn12
  A = -1%; B = 6%; C = 3%; D = -3%; E = -16; F = 4%; G = 0%
CC1(C)CC(=O)C2=C(C1)c1c(ccc3ccccc13)NC2c1ccc(Br)o1 (stereo unspecified)
  A = 2%; B = -24%; C = -4%; D = ?; E = -36; F = 7%; G = -23%
O=C(Cn1nc(C(F)(F)F)c2c1CCC2)N1CCN(c2ccccc2)CC1
  A = -1%; B = 50%; C = 0%; D = -8%; E = 44; F = 3%; G = 1%
CC(NCC(c1ccco1)N1CCCCC1)C(=O)NC1CCCC1 (stereo unspecified)
  A = -2%; B = -4%; C = 3%; D = -2%; E = -6; F = -1%; G = 3%
O=C(COC(=O)c1cccc(O)c1)Nc1ccc(Cl)cc1C(=O)c1ccccc1
  A = 5%; B = -23%; C = -10%; D = 1%; E = ?; F = -2%; G = -9%
COCc1c(Br)c(C)nc(OCC(=O)N/N=C/c2ccc(C)o2)c1C#N
  A = -4%; B = -15%; C = 17%; D = ?; E = 11; F = -1%; G = -23%
COCCNc1nc(Oc2ccccc2)c2sccc2n1
  A = -2%; B = /; C = 0%; D = /; E = -18; F = /; G = /
CCCOc1cccn2c(N(C)C(=O)c3ccccc3F)c(CC)nc12
  A = 3%; B = /; C = -1%; D = /; E = -15; F = /; G = /
COc1ccc(CCNC(=O)c2ccc(Cl)cc2Cl)cc1OC
  A = -2%; B = -12%; C = 7%; D = -3%; E = -30; F = -1%; G = ?
CC(C)(C)C(=O)O/N=C(\N)Cc1ccc(-c2csnn2)cc1
  A = 3%; B = -11%; C = 0%; D = -5%; E = 23; F = -2%; G = 17%
OCCN(CC(O)Cn1ccc2ccccc21)CC(O)Cn1ccc2ccccc21 (stereo unspecified)
  A = -5%; B = 144%[activator]; C = -7%; D = -6%; E = 91; F = 2%; G = 2%
COc1ccccc1-c1nc(-c2cccc(C)c2)no1
  A = -8%; B = 17%; C = 42%[activator]; D = 0%; E = 192; F = ?; G = ?
Cc1ccc(/C(O)=C2\C(=O)C(=O)N(CC(C)O)C2c2cccc(F)c2)cc1 (stereo unspecified)
  A = -6%; B = -13%; C = -5%; D = ?; E = -6; F = 3%; G = 23%
N#Cc1c(C(F)(F)F)cc(-c2ccco2)nc1SCc1ccncc1
  A = 2%; B = 2%; C = -5%; D = -11%; E = -17; F = 1%; G = ?
Cc1cccc(C)c1NC(=O)CSc1nc2[nH]c(=O)cc(O)c2s1
  A = 3%; B = -21%; C = 3%; D = -6%; E = 18; F = /; G = 15%
Cc1nc(S(=O)(=O)Nc2ccc3c(c2)OCCO3)cn1C
  A = -22%; B = -3%; C = 11%; D = 4%; E = -30; F = 1%; G = 2%
COc1cc(-c2nc3cnccn3c2Nc2ccc3c(c2)OCCO3)ccc1O
  A = -7%; B = ?; C = -3%; D = -2%; E = 280; F = 7%; G = ?

10 entries from above in a different format:
smiles	TbPYK inhibitor	AmpC inh no detg	AMA1-RON2 inh	AmpC inh detg	HCMV inh	LmPK inhibitor	HCV inhibitor
COc1ccc(S(=O)(=O)NCCNC(=O)N2CCOCC2)cc1	3%	-15%	0%	?	5	-5%	7%
COc1ccc(N2CCN(C(=O)C3CCCN(S(=O)(=O)c4c(C)noc4C)C3)CC2)cc1 (stereo unspecified)	2%	138%[activator]	-25%	5%	-34	7%	-10%
C/C(=N\NC(=O)c1ccc(F)cc1)c1ccccn1	0%	0%	-60%	-1%	-98*	-16%	2.5µM*
Cc1ccc(C)c(S(=O)(=O)N2CCN(C(=O)CSc3ccccc3)CC2)c1	1%	-12%	4%	-4%	-1	-6%	/
CC(Oc1ccc2c3c(c(=O)oc2c1)CCCC3)C(=O)NCc1ccccn1 (stereo unspecified)	5%	96%[activator]	21%	-7%	-30	-7%	-15%
COc1ccc(-c2nc3n(c2C)Cc2ccccc2-3)cc1	0%	-19%	-9%	3%	89	-1%	?
CCn1c(-c2cc(Cl)ccc2OC)n[nH]c1=S	11µM*	-14%	37%[activator]	?	32	?	-12%
CCOc1ccc(NS(=O)(=O)c2ccc(NS(=O)(=O)c3ccccc3)cc2)cc1	5%	-39%	0%	1%	92	-7%	?
CNC(=O)C1CCC(=O)N1Cc1c[nH]c2ccccc12 (stereo unspecified)	1%	/	32%[activator]	/	36	/	/
Cc1ccccc1NC(=O)C1(NC(=O)c2cccc(N3C(=O)CSC3c3ccccc3)c2)CCCCC1 (stereo unspecified)	-3%	3%	-18%	-5%	20	0%	-25%
